Bioassay records (PubChem BioAssay)
Kir21 block: inhibitors of mouse Kir2.1 inward-rectifier potassium channel | B-score at 10 µM | 310,000 compounds, 0.85% hits | AID 1672 | P35561 | HEK293-Kir2.1, FluxOR thallium flux fluorescence; active compounds read low;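 active = fluorescence ratio B-score at or below minus 3 SD of library scores, with starting-brightness B-score within 2 SD, cut at about -4.2 in these data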;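 note: channel flux triggered by added potassium and thallium sulfate stimulus; B-score of peak minus minimum fluorescence over baseline after thallium stimulus; more negative B-score means stronger Kir2.1 block with less thallium influx; some compounds called inactive have numbers as strong as hits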
Target sequence (P35561 whole entry, looked up): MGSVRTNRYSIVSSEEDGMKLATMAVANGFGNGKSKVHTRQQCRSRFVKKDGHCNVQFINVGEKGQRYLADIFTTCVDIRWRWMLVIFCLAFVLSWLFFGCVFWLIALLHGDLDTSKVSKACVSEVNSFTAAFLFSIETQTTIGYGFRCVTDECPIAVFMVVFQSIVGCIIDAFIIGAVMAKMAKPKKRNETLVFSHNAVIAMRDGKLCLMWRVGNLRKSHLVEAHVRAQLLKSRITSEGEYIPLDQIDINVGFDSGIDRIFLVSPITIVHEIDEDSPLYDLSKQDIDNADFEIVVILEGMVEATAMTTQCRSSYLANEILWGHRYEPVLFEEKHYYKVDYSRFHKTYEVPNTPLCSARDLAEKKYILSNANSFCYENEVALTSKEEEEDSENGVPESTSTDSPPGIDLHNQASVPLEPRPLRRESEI
KCNQ2 block: KCNQ2 channel blockers in CHO-K1 cells – cell-based, FluxOR thallium flux, B-score, primary screen (AID 2156). 20 min; active compounds read low. B-score at 10 µM. 310,000 compounds, 1.1% hits;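 active = fluorescence ratio B-score at most minus 3 library SDs, with starting brightness B-score within 2 library SDs, cut at about -5.5 in these data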
Numbers without * were called inactive; i = inactive.

Kir21 block,KCNQ2 block,mol
0.41,i,CCOC(=O)Cn1c(=O)c(C#N)cn(C(C)C)c1=O
-1,i,CN(CCC(=O)Nc1cc(S(=O)(=O)N(C)C)ccc1Cl)CC(=O)Nc1ccc(F)cc1
-1.7,i,Cn1c(SCc2nc(-c3ccccc3)no2)nnc1-c1ccco1
0.07,i,CCN(CC1COc2ccccc2O1)C(=S)Nc1ccc(F)cc1 (stereo unspecified)
-0.6,i,C/C=C/c1c(F)c(F)c(Oc2ccc(C(=O)O)cc2)c(F)c1F
-1.1,i,COc1cc(O)sc1C=Nc1ccc(Cl)cc1Cl
0.05,i,Cc1cc(C)c2c(C(C)(C)C)nn(-c3ccccc3)c2n1
0.24,i,COc1cccc(-c2cc(C(=O)Nc3ccc4c(c3)OCO4)no2)c1
-0.09,i,COC(=O)c1cc(-c2ccc(OC)cc2)on1
0.28,i,C=CCn1c(=N)c(C(=O)NCCCOC)cc2c(=O)n3ccccc3nc21

By substructure: the compounds so far containing fluorine
Kir21 block,KCNQ2 block,mol
-1,i,CN(CCC(=O)Nc1cc(S(=O)(=O)N(C)C)ccc1Cl)CC(=O)Nc1ccc(F)cc1
0.07,i,CCN(CC1COc2ccccc2O1)C(=S)Nc1ccc(F)cc1 (stereo unspecified)
-0.6,i,C/C=C/c1c(F)c(F)c(Oc2ccc(C(=O)O)cc2)c(F)c1F

(next part)
Kir21 block,KCNQ2 block,mol
0.68,i,Cc1cccc(NC(=S)Nc2c(C)n(C)n(-c3ccccc3)c2=O)c1C
0.96,i,O=C(/C=C/c1cccs1)N1CCOCC1
0.1,i,Cc1onc(-c2c(F)cccc2Cl)c1C(=O)O/N=C(\N)c1ccc([N+](=O)[O-])o1
5,i,CCCc1nc2ccccc2c(C(=O)OCC(=O)Nc2ccc(S(=O)(=O)N3CCOCC3)cc2)c1CC
-1.6,i,Fc1ccc(-n2c(Cc3ccccc3)nnc2SCc2nc(-c3cccs3)no2)cc1
-0.03,i,COc1ccc(OCCCCn2c(CO)nc3ccccc32)cc1
-1.3,i,O=c1c2c3c(sc2nc2n1CCCCC2)CCCC3
-1.6,i,COc1ccc2[nH]c(-c3ccccc3)cc2c1
-0.04,i,COc1ccc(N(CC(=O)N2CCN(C)CC2)S(=O)(=O)c2ccccc2)cc1
0.66,i,c1ccc(-c2nc(CSc3n[nH]c(-c4cccs4)n3)cs2)cc1

The listing continues:
Kir21 block,KCNQ2 block,mol
-0.83,i,CS(=O)(=O)N1CCc2cc(C(=O)N3CCCCC3)ccc21
-1.2,i,CN=C1SC(CC(=O)Nc2cccc(Cl)c2Cl)C(=O)N1C (stereo unspecified)
-0.1,i,c1ccc(-c2cc3ccccc3nc2N2CCCC2)cc1
0.09,i,CCOC(=O)CSc1nnc(-c2nnc(SCC(=O)OCC)n2CC)n1CC
-1.1,i,COc1cccc(C(=O)N2N=C(c3ccccc3)CC2(O)C(F)(F)F)c1 (stereo unspecified)
0.02,i,CCCCCC1C/C(=N\O)C=C(C)C1C(=O)OC (stereo unspecified)
-0.35,i,COC(=O)/C(=N/Nc1ccccc1C)N1CCCc2ccccc21
-0.99,i,O=C(Cn1nc(-c2cccc(Cl)c2)ccc1=O)Nc1ccccc1Br
0.66,i,NC(=O)CNC(=O)c1ccc(Cl)cc1
0.9,i,O=C(Nc1ccccc1C(=O)Nc1ccc2c(c1)OCO2)c1cccs1

Additional structures:
Kir21 block,KCNQ2 block,mol
0.35,i,N#CCSc1nnc(N)s1
-1.4,i,C(/CCc1ccccc1)=N\Nc1nc2ccccc2[nH]1
2.1,i,CC(=O)c1ccc(N2CCN(C(=O)Nc3ccc(Cl)cc3)CC2)cc1
-1.1,i,O=C1CN(c2ccccc2Cl)C(=O)CN1c1ccccc1Cl
-0.27,i,O=C(O)c1cccc(S(=O)(=O)N2Cc3ccccc3C2)c1
-0.74,i,COc1ccc(CCNC(=O)c2nnn(CC(=O)Nc3ccccc3)c2N)cc1OC
1.8,i,CCn1c(SCC(=O)Nc2ccccc2)nnc1C1CCCCC1
-0.53,i,CCCCC(C(=O)NC1CCCC1)N(C(=O)c1snc(C(N)=O)c1N)c1ccc(C)cc1 (stereo unspecified)
1.6,i,CC(=O)Nc1ccc(S(=O)(=O)NC(C)C(=O)OCC(=O)NC2CCCC2)cc1 (stereo unspecified)
1.8,i,Cc1cccc(N2C(=O)C(O)=C(C(=O)c3cccs3)C2c2ccc(F)cc2)n1 (stereo unspecified)

Next entries.
Kir21 block,KCNQ2 block,mol
-0.69,i,CC[C@@]12C(=O)N(c3cccc(Br)c3)C(=O)N1[C@H](c1ccc(OC)cc1)[C@@H]1C(=O)N(C(C)(C)C)C(=O)[C@@H]12
0.65,i,CCOc1ccc(NC(=S)N2C3CCCC2CC(NC(=O)C2CC2)C3)cc1 (stereo unspecified)
-0.06,i,CC(C)Cc1nnc(NC(=O)CCNC(=O)c2ccco2)s1
-0.26,i,N#CCCN(C(=O)Nc1ccc(Cl)cc1)c1ccccc1
1.6,i,CC1CCN(S(=O)(=O)c2cccc(C(=O)Nc3nccs3)c2)CC1
0.55,i,S=C(NCCc1ccccc1)NCc1cccs1
-5.1*,i,CCn1c(CNc2cccc(Cl)c2)nnc1SCC(=O)OC1CCCCC1
-0.54,i,Cc1ccc(S(=O)(=O)NCc2nc3ccccc3c(=O)n2N)cc1
0.97,i,COc1cccc(C(=O)NCCS(=O)(=O)NCc2ccc(Cl)cc2)c1
0.18,i,CCOC(=O)Cc1nnc(NC(=O)C(CC)Sc2nc(C)cc(C)n2)s1 (stereo unspecified)

Next entries follow:
Kir21 block,KCNQ2 block,mol
0.14,i,COCc1cc(C)nc(SCc2ccc(Br)cc2)c1C#N
0.16,i,CC(=O)c1ccc(N2CCN(Cc3nc4ccccc4[nH]3)CC2)cc1
0.03,i,Cc1ccc(NC(=O)C2CCN(c3nc(C)cc(C)n3)CC2)cc1
-1.7,i,Cc1ccc2cc(C#N)c(N3CCCN(S(=O)(=O)c4ccccc4)CC3)nc2c1C
0.65,i,CCn1c(SCC(=O)Nc2ccc(N3CCOCC3)cc2)nnc1-c1ccncc1
-0.01,i,CCOC(=O)C1C(=O)NC(N2CCCCC2)=NC1C(C)C (stereo unspecified)
1.7,i,NC(=O)[C@@H]1CCCCNc2c(I)cc([N+](=O)[O-])cc2C(=O)N[C@@H](CCC(=O)O)C(=O)N[C@@H](CO)C(=O)N1
-1.3,i,O=C(CCCN1C(=O)c2ccccc2C1=O)NCc1ccco1
0.01,i,Cc1ccc(S(=O)(=O)N2CCOCC2)cc1C(=O)NCc1ccco1
-1.4,i,COc1ccc(C(=O)CSc2nnnn2Cc2ccccc2)cc1

New compounds follow
Kir21 block,KCNQ2 block,mol
0.02,i,O=C(CCn1c(=S)oc2ccccc21)Nc1ccccc1Br
-0.87,i,COc1ccc(-c2nn(-c3ccccc3)cc2C(=O)NCC(c2cccs2)N2CCOCC2)cc1 (stereo unspecified)
0.13,i,COc1cccc(N(C(=O)Cc2cccs2)C(C(=O)NC2CCCC2)c2ccncc2)c1 (stereo unspecified)
1.6,i,CC(=O)c1csc(-c2cccc(-c3nc4ccc(Cl)cn4c3NC3CCCCC3)c2)c1
0.19,i,Cc1ccc(/C(O)=C2\C(=O)C(=O)N(c3cc(C)on3)C2c2cccc(Cl)c2)cc1 (stereo unspecified)
0.5,i,COc1ccc(/C=C2\SC(=S)N(CCC(=O)N3CCOCC3)C2=O)cc1
-0.32,i,Cc1cc(C)cc(N2C(=O)N(c3ccccc3C)C3CS(=O)(=O)CC32)c1 (stereo unspecified)
0.52,i,CCCOc1ccc(N2CC(C(=O)Nc3ccc4c(c3)OCO4)CC2=O)cc1 (stereo unspecified)
1.2,i,CCCn1c(SCC(=O)N2CCCCC2)nc2c1c(=O)n(C)c(=O)n2C
1.9,i,Cc1ccc(C(=O)OCC(=O)NC2CCCC2)cc1

Next part.
Kir21 block,KCNQ2 block,mol
0.32,i,COCCNC(=O)CNC(c1ccccc1)c1ccccc1
-1.1,i,CCC1(c2ccc(F)cc2)NC(=O)N(CC(=O)Nc2ccc(C(N)=O)cc2)C1=O (stereo unspecified)
1.7,i,Cc1ccc2cc(C#N)c(NCc3ccco3)nc2c1
-0.93,i,CC(C)CCOc1ccc(C(=O)C[N+]2(C)CCOCC2)cc1
-2.1,i,COc1ccc(N(CC(=O)N2CCC(Cc3ccccc3)CC2)S(C)(=O)=O)cc1
-3,i,C=CCN(C(=O)c1ccc2snnc2c1)c1ccccc1
0.58,i,Cc1cc(C)cc(NC(=O)C(OC(=O)c2sccc2C)c2ccccc2)c1 (stereo unspecified)
-0.2,i,CCCC/C(O)=C/c1nc2ccccc2[nH]c1=O
-0.46,i,Cc1ccc(CC2CC(=O)N(c3nc(C)cc(C)n3)C2=O)cc1 (stereo unspecified)
0.14,i,COc1ccccc1/C=C(/C(=O)OCC(=O)Nc1ccccc1C(C)C)c1ccccc1

Carrying on:
Kir21 block,KCNQ2 block,mol
-6.5,i,N#C/C(=C\c1ccc(N2CCOCC2)o1)C(=O)N1CCOCC1
1.6,i,COc1cc(C)nc(N(C)C(C)=O)n1
-1,i,COc1cc(C(C)=O)ccc1OCC(O)CNCC(O)c1ccccc1 (stereo unspecified)
-0.02,i,CCOc1nc2ccccc2cc1/C=C/C(=O)O
0.61,i,O=C(CSc1ccc(-c2cccs2)nn1)NCc1ccccc1Cl
0.98,i,Cn1c(SCC(=O)NNC(=O)Nc2ccc(Cl)cc2)nnc1-c1ccccc1
0.05,i,O=C(CN(Cc1ccc(Cl)c(Cl)c1)S(=O)(=O)c1ccccc1)N/N=C\c1ccc2c(c1)OCO2
-0.04,i,O=C(COc1ccccc1)NC(=S)Nc1ccc(Br)cn1
-0.33,i,Cc1cc(C)cc(NC(=O)CCn2c(=O)c3cccn3c3ccccc32)c1
-8.6*,i,CCCCCCCCCCOC(=O)Cn1c(COc2ccc(OC)cc2)[n+](C)c2ccccc21

Remaining list, next part.
Kir21 block,KCNQ2 block,mol
0.02,i,CCCCC1=CC2=CC(=O)C(C)(OC(=O)c3ccco3)C(=O)C2=CO1 (stereo unspecified)
-1.1,i,O=C(NC(=S)Nn1cnc2c(cnn2-c2ccccc2)c1=O)c1ccc(Cl)cc1
0.01,i,COc1ccc(N2CCN(S(=O)(=O)CCNC(=O)COc3ccc(Cl)cc3)CC2)cc1
-1.2,i,CC(=O)Nc1ccc(S(=O)(=O)N(C)CC(=O)Nc2ccccc2N2CCOCC2)cc1
-3,i,COc1ccc(NC(=O)C2CCCN(C)C2)cc1OCC(C)C (stereo unspecified)
0.62,i,Cc1ccc(S(=O)(=O)n2nnc3ccccc32)c(C)c1C
-0.67,i,O=Cc1cn(CCC(=O)O)nc1-c1cccc2ccccc12
0.07,i,O=C(NCc1ccco1)c1cc(S(=O)(=O)N2CCOCC2)c(Cl)cc1Cl
0.53,i,O=C(c1ccc2[nH]c3c(c2c1)CCCC3)N1CCN(c2ccc(F)cc2)CC1
0.97,i,CCCc1nc2oc3c(NCC4CCCO4)ncnc3c2c2c1COC(C)(C)C2 (stereo unspecified)

Quoted from the listing.
Value for CC(=O)Nc1ccc(S(=O)(=O)N(C)CC(=O)Nc2ccccc2N2CCOCC2)cc1 in Kir21 block: -1.2
Value for O=C(NCc1ccco1)c1cc(S(=O)(=O)N2CCOCC2)c(Cl)cc1Cl in Kir21 block: 0.07
Value for O=C(c1ccc2[nH]c3c(c2c1)CCCC3)N1CCN(c2ccc(F)cc2)CC1 in Kir21 block: 0.53

Additional compounds
Kir21 block,KCNQ2 block,mol
-1.5,i,CCCCn1c(NC(=O)C2CCCCC2)nc2ccccc21
0.71,i,COc1ccccc1N1CCN(c2cc(N3CCCC3)nc(C)n2)CC1
-0.18,i,CCCCOC(=O)Cn1c(=O)oc2ccc(C)cc21
1.7,i,COCCn1nnnc1CN1CCC(Cc2ccccc2)CC1
0.78,i,Cc1ccc(/C=C2\SC(=S)N(CCCC(=O)Nc3cccc(C(=O)O)c3)C2=O)cc1
0.62,i,COc1ccc(S(=O)(=O)N2CCCCCC2)cc1C(=O)N(C)CCOc1ccccc1
0.59,i,C/C(Cl)=C\Cn1c(Nc2ccc(C)cc2)nc2c1c(=O)n(C)c(=O)n2C
-0.64,i,CCc1ccc(S(=O)(=O)N2CCN(c3ncccn3)CC2)cc1
1.6,i,COC(=O)c1ccccc1NC(=O)c1ccc2c(c1)OCCO2
-0.68,i,CN(C)CCCNS(=O)(=O)c1ccc(Cl)s1

New compounds follow:
Kir21 block,KCNQ2 block,mol
0.38,i,CC1(C)CC(=O)C=C(Nc2cccc(C(F)(F)F)c2)C1
-0.03,-9*,O=C(NCCc1ccccc1)c1oc2ccccc2c1COc1ccccc1
0.68,i,COC(=O)c1cc(-c2c[nH]c3ccccc23)n[nH]1
1.1,i,Cc1cc(OCC(=O)Nc2ccncc2)cc(C)c1Br
-0.4,i,CC1=C(C(=O)OC(C)C)[C@@H](c2ccc(C)o2)NC(=O)N1
-0.98,i,O=C(Nc1cccc(Cl)c1)C1CCCN(S(=O)(=O)c2ccc(F)cc2)C1 (stereo unspecified)
-0.22,i,Cc1c(C(=O)Nc2ccccc2)sc2nc3n(c(=O)c12)CCCCC3
-0.91,i,CCOC(=O)c1ccc(NC(=S)NC(=O)c2nn(CC)cc2Br)cc1
-0.23,i,Cc1cccc(NC(=O)CN2C(=O)N/C(=C\c3cccn3-c3cccc(C(=O)O)c3)C2=O)c1
0.12,i,Cc1cccc(C(=O)NNS(=O)(=O)c2ccc(F)cc2)c1O
0.29,i,CCOc1ccc(-n2cc(C(=O)NCCOC)c3cc(OC)c(OC)cc3c2=O)cc1
-0.04,i,CCOC(=O)NC(=S)Nc1c(C)n(C)n(-c2ccccc2)c1=O
-0.68,i,COc1ccccc1C(=O)N1CCN(Cc2nc(CC3CC3)no2)CC1

Among those listed so far, 2 contain a CF3 group:
Kir21 block,KCNQ2 block,mol
-1.1,i,COc1cccc(C(=O)N2N=C(c3ccccc3)CC2(O)C(F)(F)F)c1 (stereo unspecified)
0.38,i,CC1(C)CC(=O)C=C(Nc2cccc(C(F)(F)F)c2)C1

Not a hit list; about 1.8% have a hit in one of these screens.
